# Compound activity: PubChem BioAssay, several laboratories
# Dynein transport: blocks dynein driven cargo transport along microtubules; 3617.4 mouse cells, GR-EGFP nuclear translocation imaging; test concentration mostly 20 µM; stimulated with dexamethasone, 1 µM; active compounds read low; z-score, hits read low; 220,000 compounds, 0.47% hits;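 active = plate z-score of nuclear minus cytoplasmic receptor signal below a set negative limit, without overly bright fluorescence or cell loss, cut at about -3.5 in these data, passing the limit was not always enough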;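 also: z-score of nuclear minus cytoplasmic ring GR-EGFP intensity difference per well; some compounds called inactive have numbers as strong as hits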
#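 Buffer or medium: tet-free medium with charcoal-stripped serum / Also added: dexamethasone agonist, 1.0 µM final, for 30 min / Timing: induction 48 h, compound 1 h, agonist 30 min / Measured by: high-content fluorescence imaging after fixation / Read-out: nuclear-to-cytoplasmic GR-EGFP distribution per well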
# Yfh1-off respiration: enhancers of respiration in Yfh1-depleted yeast, dose response, Friedreich's ataxia, plus single-dose screen (AID 1465); S. cerevisiae Yfh1-off respiration, WST-1 reduction, 72 h; higher fold induction means a stronger effect; fold induction at 50 µM, or EC50 in µM where a hit was titrated; 220,000 compounds, 0.074% hits;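 active = fold induction of absorbance versus untreated yeast above a set limit, then at least 30% activation at any dose in follow-up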;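 also: activators that raise dye reduction in frataxin-depleted yeast; strong numbers were not always called active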
# Ins promoter up: MIN6 insulin promoter up-regulation; MIN6 insulin promoter-GFP reporter, high-content imaging; active compounds read high; z-score at 5 µM; 190,000 compounds, 0.3% hits;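 active = z-score above 3 at 5 µM with at least 500 cells counted in the well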
# WT yeast gro inh: growth inhibition of WT yeast, mitochondrial fusion screen | mitochondrial fusion phenotypic screen, WT strain | AID 1362 | 190,000 compounds, 2.1% hits | inhibition, % at 10 µM; in the data active = inhibition above about 58%; tested in S. cerevisiae
# Autophagy mod: modulators of autophagy | MEF GFP-LC3 puncta imaging; test concentration mostly 10 µM | calls only at 10 µM (by protocol) | 190,000 compounds, 0.98% hits;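 active = percentage of spot-positive cells more than 3 SD above its plate mean, without a fluorescence outlier flag or 80% toxicity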;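 also: spot-positive cell cutoff set from DMSO-treated cells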
# human PMI inhibitors: MPI inhibition at elevated mannose 6-phosphate – biochemical, fluorescence intensity, high mannose 6-phosphate, primary screen (AID 1220) | recombinant PMI enzyme, coupled fluorescence intensity; higher % means a stronger effect | 190,000 compounds, 0.66% hits | inhibition, % at 20 µM; hits with a dose series show IC50 in µM
# PMI inhibitors: inhibitors of human PMI, primary screen, biochemical, fluorescence intensity, coupled assay (AID 1209). purified PMI enzyme, coupled fluorescence intensity; higher % means a stronger effect. inhibition, % at 20 µM, or IC50 in µM where a hit was titrated. 190,000 compounds, 0.42% hits;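 also: plate controls were DMSO vehicle for no effect and wells lacking substrate for full effect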
# bCat nuc transl: alters nuclear translocation of beta-catenin in HeLa cells. immunofluorescence imaging. nuclear translocation activity, % at 5 µM. 190,000 compounds, 0.3% hits. AID 1665;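 active = nuclear translocation activity above 50% at 5 µM, with a well cell count of 50 or more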;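 also: per-cell ratio of nuclear to cytoplasmic median beta-catenin stain intensity; plate controls were DMSO negative control for no effect and GSK-3 inhibitor IX positive control for full effect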
#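 Test system: HeLa cells, endogenous beta-catenin; Compound: single 5 µM dose plus 0.02–20 µM confirmation series; Times: compound exposure 24 h at 37°C; Signal: fluorescence imaging of beta-catenin antibody stain plus DAPI; Read-out: % activation, nuclear-to-cytoplasmic median beta-catenin signal ratio per cell.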
# MT stabilize HCS: microtubule stabilizers in HeLa cells | % tubulin-high responders, % at 10 µM | 200,000 compounds, 0.83% hits | HeLa tubulin immunostaining HCS, 24 h; share of cells brighter than vehicle mean+2SD;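 active = plate Z-score above 3 for both tubulin-high and condensed-nucleus cell shares, with cell loss under 80%, at 10 µM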;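 also: anti alpha tubulin signal scored within the nucleus-defined area of each cell; some results filed as inactive read as strong as hits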
# WT yeast gro inh mutant strain: recorded beside WT yeast gro inh, whose call it bears; inhibition, %; mitochondrial fusion phenotypic screen, mutant strain inhibition
# Dynein transport cytoplasmic EGFP: also measured in Dynein transport; calls as there; z-score; measured here: cytoplasmic GR-EGFP intensity; active compounds read high
# Dynein transport nuclear GR-EGFP: second read-out of Dynein transport, no call of its own (marks repeat the call); z-score; measured here: nuclear GR-EGFP intensity;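 lower value marks the stronger effect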
# Dynein transport cell count: also measured in Dynein transport; calls as there; z-score; measured here: cell count per field
# Ins promoter up cell count: further read-out of Ins promoter up, marked with its call; cell count; measured here: cytotoxicity, nuclei count;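 total cells summed across four imaged fields per well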
# bCat nuc transl cell count 5 µM: second read-out of bCat nuc transl, no call of its own (marks repeat the call); cell count; measured here: cell count, cytotoxicity flag
# MT stabilize HCS Hoechst-high %: further read-out of MT stabilize HCS, marked with its call; % Hoechst-high responders; measured here: nuclear condensation Hoechst responders;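 share of cells brighter than vehicle mean plus two SD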
# MT stabilize HCS cytotoxicity %: also measured in MT stabilize HCS; calls as there; toxicity, %; measured here: cytotoxicity by cell density;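 0% = mean cell density of plate MIN control wells and 100% = no cells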
# Autophagy mod cell loss 18 h: second read-out of Autophagy mod, no call of its own (marks repeat the call); toxicity, %; measured here: cell loss, nuclei count;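 cell loss after 18 h compound exposure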
# Numbers without * were called inactive; i = inactive; / = not tested or not shown. Rule as the data show it, unless noted: active = inhibition above about 50%; inactive = the rest.
SMILES,Dynein transport,Dynein transport cytoplasmic EGFP,Dynein transport nuclear GR-EGFP,Dynein transport cell count,Yfh1-off respiration,Ins promoter up,Ins promoter up cell count,WT yeast gro inh,WT yeast gro inh mutant strain,Autophagy mod,Autophagy mod cell loss 18 h,human PMI inhibitors,PMI inhibitors,bCat nuc transl,bCat nuc transl cell count 5 µM,MT stabilize HCS,MT stabilize HCS Hoechst-high %,MT stabilize HCS cytotoxicity %
Cc1cccc(CC2CC(=O)N(c3ncccn3)C2=O)c1 (stereo unspecified),-0.67,-0.13,-0.69,0.68,i,0.44,1913,56,5,i,6,1%,1%,-1.1,1030,3.4,1.9,6.8
COCCn1c(-c2ccccc2Cl)nc2c(c(=O)c3ccccc3n2C)c1=O,3.3,-0.15,1.2,-1.5,i,-0.59,1297,13,8,i,24,0%,16%,-1.5,876,3.8,3.0,6.5
COC(=O)C1=C(C)NC(=O)NC1c1cc(Cl)ccc1OC (stereo unspecified),0.072,-0.25,0.059,-0.65,i,-0.24,1087,-1,-23,i,23,0%,3%,-0.2,1109,3.7,2.7,3.8
CN(C)CCCNC(=O)/C=C/c1ccc(OCc2c(F)cccc2Cl)cc1,0.06,-0.0048,-0.01,-0.82,i,-0.89,1041,18,-4,i,2,-7%,0%,1.9,1033,2.4,3.4,2.2
COc1cccc(/C=C(/C(=O)OCC(=O)NC2CCCCCCC2)c2ccccc2)c1,-0.17,-0.21,-0.32,-0.16,i,0.08,1323,34,-7,i,26,5%,12%,-1.3,989,2.3,4.6,9.5
O=C(CSc1n[nH]c(-c2cccs2)n1)N1CCN(S(=O)(=O)c2ccccc2)CC1,0.32,-0.2,0.33,-0.66,i,-0.3,1132,7,34,i,2,-8%,8%,-1.0,1172,3.7,2.6,3.4
CCOC(=O)c1sc(NC(=O)CSc2nnnn2-c2ccc(C)cc2C)nc1C,1,0.25,0.34,0.32,/,-0.34,1372,2,-8,i,9,-11%,-14%,-2.3,784,1.7,1.5,3.7
CC1(C)Nc2ccccc2C(=O)N1NS(=O)(=O)c1ccccc1,0.32,-0.25,0.46,0.21,i,-0.02,1385,-10,9,i,2,3%,9%,1.0,1043,2.7,1.7,7.0
O=C(Nc1cnn(Cc2ccccc2)c1)c1nc2ncccn2n1,-0.51,-0.21,-0.089,0.51,i,/,/,/,/,i,38,-10%,-12%,-2.5,831,2.0,2.6,15
CCCNC(=O)NC(=O)COC(=O)CC(NC(N)=O)c1ccc(Cl)cc1 (stereo unspecified),-0.57,-0.3,-0.61,0.9,i,0.6,1247,-22,19,i,5,0%,0%,/,/,3.9,2.4,4.8
Clc1ccc(N/N=C/c2cccnc2)cc1,0.3,-0.27,0.19,-0.051,i,0.29,1493,59*,57*,i,9,-135%,-59%,-1.0,1064,2.7,1.5,5.7
CCc1nnc(NC(=O)CSc2nnc(-c3cc4ccccc4cc3O)n2CC)s1,-0.45,-0.25,0.036,0.43,i,0.62,1189,-13,5,i,0,21%,11%,-4.4,1012,3.8,1.5,1.6
CCC(=O)Nc1ccc(Br)c(Cl)c1,-0.61,-0.14,-0.35,1,/,/,/,91*,-1.6*,i,27,12%,15%,5.8,1009,2.6,2.2,5.1
Cc1cccc(-n2cnc3sc(C)c(C)c3c2=O)c1,-0.35,-0.22,-0.37,0.24,i,0.02,1406,/,/,/,/,/,/,-4.4,1112,/,/,/
Cc1cc(C)nc(Sc2nc(Cl)nc(N(c3ccccc3)c3ccccc3)n2)n1,-2,0.33,-0.79,-0.74,i,0.01,895,-12,-2,i,-3,11%,13%,-4.6,1230,1.5,1.6,4.4

# Full records as entered above. Order of screens: Dynein transport, Dynein transport cytoplasmic EGFP, Dynein transport nuclear GR-EGFP, Dynein transport cell count, Yfh1-off respiration, Ins promoter up, Ins promoter up cell count, WT yeast gro inh, WT yeast gro inh mutant strain, Autophagy mod, Autophagy mod cell loss 18 h, human PMI inhibitors, PMI inhibitors, bCat nuc transl, bCat nuc transl cell count 5 µM, MT stabilize HCS, MT stabilize HCS Hoechst-high %, MT stabilize HCS cytotoxicity %
# `O=C(Nc1cnn(Cc2ccccc2)c1)c1nc2ncccn2n1` is listed with -0.51, -0.21, -0.089, 0.51, i, /, /, /, /, i, 38, -10%, -12%, -2.5, 831, 2.0, 2.6, 15
# `O=C(CSc1n[nH]c(-c2cccs2)n1)N1CCN(S(=O)(=O)c2ccccc2)CC1` is listed with 0.32, -0.2, 0.33, -0.66, i, -0.3, 1132, 7, 34, i, 2, -8%, 8%, -1.0, 1172, 3.7, 2.6, 3.4

# (continued)
SMILES,Dynein transport,Dynein transport cytoplasmic EGFP,Dynein transport nuclear GR-EGFP,Dynein transport cell count,Yfh1-off respiration,Ins promoter up,Ins promoter up cell count,WT yeast gro inh,WT yeast gro inh mutant strain,Autophagy mod,Autophagy mod cell loss 18 h,human PMI inhibitors,PMI inhibitors,bCat nuc transl,bCat nuc transl cell count 5 µM,MT stabilize HCS,MT stabilize HCS Hoechst-high %,MT stabilize HCS cytotoxicity %
O=C(CSc1nnc2ccc(-c3ccccc3)nn12)NCC1CCCO1 (stereo unspecified),-0.16,-0.36,0.58,0.5,i,-1.1,1156,-3,8,i,5,-5%,-3%,-2.3,1032,3.7,3.1,6.0
O=C(Nc1ccc(F)cc1)C1C(c2ccccc2)C1(Cl)Cl (stereo unspecified),1.3,-0.31,0.44,-0.51,i,0.22,1310,49,21,i,1,15%,15%,-3.0,536,4.3,2.0,14
COC(=O)CN1C(c2cccc(Cl)c2)=Nc2ccc(Cl)cc2C1c1ccccc1 (stereo unspecified),-0.7,-0.22,-0.55,0.42,i,0.88,1444,76*,21*,i,13,19%,19%,1.5,1050,7.9,1.3,7.2
CCOC(=O)C1CN(S(C)(=O)=O)c2cc(CC(=O)OC)ccc2O1 (stereo unspecified),-0.52,-0.31,0.03,0.88,i,0.47,1656,-11,4,i,-3,-11%,-11%,-4.0,1010,4.2,2.0,5.8
Cn1c(NCC(O)c2ccccc2)nc2c1c(=O)n(Cc1ccc(Cl)cc1)c(=O)n2C (stereo unspecified),-0.66,-0.23,-0.38,-0.099,i,-0.43,1611,13,-15,i,-8,8%,13%,1.5,956,3.6,1.3,5.0
CCC(NS(=O)(=O)c1cn(C)nc1C)c1ccccc1 (stereo unspecified),-0.5,-0.15,-0.12,0.82,i,-0.06,1518,-1,6,i,11,16%,11%,-1.8,1045,1.3,1.0,9.2
Cc1ccc(N(CC(=O)O)S(C)(=O)=O)cc1Cl,0.29,-0.28,0.5,-0.31,i,1.3,1224,11,-2,i,4,-1%,4%,/,/,2.5,2.5,7.6
CCC(c1nnnn1C1CCCC1)N1CCN(Cc2ccccc2)CC1 (stereo unspecified),0.69,-0.17,0.29,-1.3,i,/,/,-9,-10,i,0,-30%,-25%,-4.3,576,2.9,2.5,8.1
CCN(CC)CC#CC(C)(C)OC(C)=O,-0.23,-0.16,0.045,0.32,i,/,/,/,/,i,1,/,/,/,/,1.7,1.7,10
Cc1ccc(OCC(=O)N/N=C/c2ccc3c(c2)OCO3)cc1C,0.42,-0.34,-0.2,-0.58,i,-0.34,1357,-4,-1,i,-7,-6%,-9%,-0.6,1103,2.6,3.3,12
COc1ccc(Cl)cc1NC(=O)CSc1nnc(-c2ccncc2)n1CC1CCCO1 (stereo unspecified),-0.71,0.28,-0.29,1.3,i,1.1,1136,-13,-8,i,-2,8%,3%,-0.7,1141,1.9,2.3,9.2
O=C(CSc1ccccc1)NCCCc1ccccc1,0.18,0.025,-0.027,0.35,i,0.1,1559,-2,4,i,-2,5%,-1%,-5.4,1048,3.0,1.7,6.3
COc1ccc(N(CN2C(=O)C3CCCCC3C2=O)C(=O)c2ccco2)cc1 (stereo unspecified),0.37,-0.26,-0.074,0.52,i,-0.25,1399,/,/,/,/,/,/,-3.4,1229,/,/,/
CNC(=O)c1[nH]cnc1C(=O)N[C@@H](C)C(=O)OC(C)(C)C,0.59,0.55,0.7,-0.33,i,0.42,1491,3,2,i,6,8%,10%,0.4,1073,1.6,1.4,1.5
CCOC(=O)NC(=O)COC(=O)CNC(=O)c1cccc(OC)c1,-0.51,-0.32,0.23,1.1,i,-0.11,1502,3,-5,i,10,1%,0%,1.3,1560,5.9,2.1,19
NC(=O)c1ccc(NC(=O)COC(=O)c2ccc([N+](=O)[O-])cc2)cc1,1.1,-0.29,0.45,0.47,i,0.4,1371,/,/,/,/,/,/,-1.5,1319,/,/,/
CCCCNC(=O)c1sc(=S)n(-c2ccccc2OC)c1N,1,-0.19,0.46,0.37,i,0.73,1069,1,4,i,-6,-2%,8%,-0.8,729,4.2,1.4,2.5
Cc1noc(C)c1C(=O)OCC(=O)/C=C1\N(C)c2ccccc2C1(C)C,1.9,-0.2,0.94,-0.94,i,-1.5,929,3,-1,i,12,0%,5%,-0.2,1374,4.4,2.0,2.0
CN(Cc1ccccc1)C(=O)CSc1cc(=O)n(C)c2ccccc12,-0.22,-0.27,0.062,0.048,i,0.08,1224,5,-6,i,0,0%,-3%,0.3,1124,1.0,2.7,1.6
CCCCn1nnnc1NCc1ccc(N2CCCC2)cc1,-0.29,-0.22,0.45,-0.33,i,0.04,1745,2,2,i,-3,10%,9%,0.2,1094,2.9,2.7,11
CCOc1ccc(CN2CCCN(C)CC2)cc1,-0.25,-0.23,-0.13,0.26,i,-0.18,990,9,4,i,5,-4%,2%,/,/,3.9,2.6,2.8
COc1ccccc1CNC(=O)CSc1nc2nc(C)cc(C)n2n1,-0.47,-0.16,-0.23,0.64,i,0.03,1599,17,21,i,-17,-2%,5%,-0.8,1395,2.1,2.5,6.6
COc1ccccc1NC(=O)c1sc2ncn(Cc3cccc(C)c3)c(=O)c2c1C,0.15,-0.14,-0.21,-0.34,i,-0.04,1792,4,0,i,28,18%,15%,-0.6,1039,1.6,2.2,4.1
COC(=O)c1[nH]c2ccccc2c1NC(=O)CN1CC(C)OC(C)C1 (stereo unspecified),-0.74,-0.19,-0.49,0.26,i,-0.11,1325,44,12,i,-29,-8%,-3%,1.4,1400,2.6,1.7,3.6
